NTR1 agonist – NTR1-driven beta-arrestin-GFP spot formation – imaging, U2OS cells, high content, primary screen (AID 493036). 0.17% of 330,000 active. P30989. activation, % at 20 µM. agonist mode;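 active means activation at or above 40% of the spot to cytoplasm intensity ratio, with at least 20 cells analyzed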;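 further: 0% = DMSO without peptide and 100% = 100 nM NTR1 peptide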
Target sequence (P30989 whole entry, looked up): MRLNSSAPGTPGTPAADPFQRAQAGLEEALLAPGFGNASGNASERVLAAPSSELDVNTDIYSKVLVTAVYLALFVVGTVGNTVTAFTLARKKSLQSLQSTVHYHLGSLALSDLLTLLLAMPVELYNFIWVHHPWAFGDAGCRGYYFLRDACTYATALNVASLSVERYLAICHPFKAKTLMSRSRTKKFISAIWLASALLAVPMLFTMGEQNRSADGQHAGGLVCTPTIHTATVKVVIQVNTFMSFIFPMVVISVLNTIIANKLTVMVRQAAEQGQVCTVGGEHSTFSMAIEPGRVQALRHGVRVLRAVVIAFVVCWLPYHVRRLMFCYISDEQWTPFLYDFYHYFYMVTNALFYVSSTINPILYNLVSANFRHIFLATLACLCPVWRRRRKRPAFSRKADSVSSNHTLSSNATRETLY
UTI89 phage lysis – protection from phage-mediated lysis, alamar blue read-out – E. coli UTI89, K1F phage, bacterial capsule biogenesis inhibitors (AID 488966) | 0.02% of 340,000 active | E. coli UTI89 K1F phage lysis, alamar blue, 2 h; higher % means a stronger effect | inhibition, % at 100 µM; hits with a dose series show IC50 in µM;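 active means phage lysis inhibition, versus mean bacterial control, above a set limit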;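 further: capsule biogenesis inhibitors block K1F phage lysis so surviving cells raise fluorescence; higher fluorescence means more inhibition of phage lysis; actives were called in the ten point dose series up to 300 µM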
Rac1 GTP hydrolysis – MgcRacGAP GTPase-activating activity inhibitors, confirmation, biochemical, ADP Hunter fluorescence; MgcRacGAP-stimulated Rac1 GTP hydrolysis, ADP Hunter fluorescence; higher % means a stronger effect; GST-tagged Rac1 F28L mutant substrate; one-dose inhibition, % at 30 µM; IC50 in µM for titrated hits; 0.6% of 340,000 active; AID 624330;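 active means first-screen hits whose inhibition reached a set limit at any dose in the follow-up dose series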;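 further: fluorescence reports GDP produced by GAP-driven GTP hydrolysis; strong numbers were not always called active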
Dengue-2 NS5 capping – Dengue-2 NS5 methyltransferase inhibitors, primary screen, biochemical, confirmation dose response (AID 588689); Dengue-2 NS5 methyltransferase capping enzyme assay, biochemical; higher % means a stronger effect; one-dose inhibition, % at 25 µM; IC50 in µM for titrated hits; 0.3% of 340,000 active; in the data active means a potency from the dose series
Salmonella PhoP GFP – inhibitors of PhoP regulon expression, primary screen, Salmonella Typhimurium, GFP reporter (AID 1863); S. Typhimurium PhoP-regulated promoter GFP reporter, 4 h; higher % means a stronger effect; inhibition, % at 50 µM, or IC50 in µM where a hit was titrated; 0.16% of 300,000 active;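 active means inhibition over 29.93%, a cutoff 3 SD above the screen mean, later confirmed by dose response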;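 further: 0% = low Mg2+ inducing control and 100% = high Mg2+ repressing control; strong numbers were not always called active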
West Nile antiviral – inhibition of WNV-induced cytopathic effect – cell-based, CPE readout (AID 1621); 0.02% of 290,000 active; West Nile virus-infected cells, CPE inhibition; higher % means a stronger effect; one-dose CPE inhibition, % at 10 µM; IC50 in µM for titrated hits; in the data active means a potency from the dose series; further: strong numbers were not always called active
RSV antiviral HEp-2 – inhibition of RSV-induced cytopathic effect – HEp-2 cells, primary 10 µM value included (AID 2391); HEp-2 cells, RSV-induced CPE inhibition; higher % means a stronger effect; CPE inhibition, % at 10 µM; hits with a dose series show IC50 in µM; 0.13% of 310,000 active; in the data active means a potency from the dose series; further: strong numbers were not always called active
SV40 large T antigen – TAg ATPase/helicase activity blockers – biochemical (AID 1903); SV40 large T antigen ATPase/helicase inhibition assay; higher % means a stronger effect; one-dose inhibition, % at 20 µM; IC50 in µM for titrated hits; 0.39% of 310,000 active; in the data active means a potency from the dose series; further: strong numbers were not always called active
T cell HTS – modulates CD8 T cell binding to vesicles. 2C CD8+ T cell-vesicle binding, flow cytometry; hits give low values. calls only at 7 µM. 0.068% of 330,000 active. AID 2052;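 active means response, share of CD8 T cells binding vesicles, and their 90th percentile fluorescence all below set limits, cut at about 80% in these data, passing the limit was not always enough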
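Test system: purified 2C TCR transgenic mouse naive CD8+ T cells. Probe or stimulus: QL9-peptide-loaded Drosophila micro-vesicles bearing Ld, ICAM-1 and B7-1. Incubation: binding step 1.5 h, 37 °C, antibody labelling 20 min, ice. Measured by: flow cytometry of vesicle-bound cells.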
T cell HTS vesicle-bound % – also measured in T cell HTS; calls as there; double positive events, %; measured here: CD8+ vesicle-bound cell fraction;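 binding gate set so that unloaded-vesicle control wells show 10% double positive cells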
NTR1 agonist cell count 20 µM – further read-out of NTR1 agonist, marked with its call; cell count; measured here: cell count, cytotoxicity flag
Active calls of the source: *; i = inactive; nt = not tested or not shown; [ ] = another dose, or the depositor's remark.

SMILES	NTR1 agonist	NTR1 agonist cell count 20 µM	UTI89 phage lysis	Rac1 GTP hydrolysis	Dengue-2 NS5 capping	Salmonella PhoP GFP	West Nile antiviral	RSV antiviral HEp-2	SV40 large T antigen	T cell HTS	T cell HTS vesicle-bound %
O=C(CN(Cc1ccco1)C(=O)CNS(=O)(=O)c1ccc(Cl)cc1)NC1CCCCC1	-1.0	58	-0.2%	-6%	nt	7%	-0.1%	0.2%	4%	i	46
Cc1ccccc1OCC(=O)Nc1cccc(Cl)c1C	2.3	58	1.5%	-2%	-2%	1%	-0.8%	-0.9%	-2%	i	58
CCN(CC)Cc1cc(C(=O)O)c(C)o1	-1.2	89	-0.6%	7%	-2%	-5%	0.7%	-1.8%	4%	i	35
CC(C)Cn1nc(NC(=O)c2cccs2)c2cc3ccccc3nc21	19	64	0.7%	6%	7%	-4%	-0.2%	nt	4%	i	29
O=C(CSc1ccc(-c2cccnc2)nn1)Nc1ccc(Br)cc1	5.7	49	0.5%	5%	-9%	-4%	1.0%	2.9%	12%	i	66
O=[N+]([O-])c1ccccc1S(=O)(=O)Nc1ccc(S(=O)(=O)N2CCOCC2)cc1	-1.3	55	0.3%	-1%	-9%	2%	-0.3%	0.9%	4%	i	38
CCCn1c(N)c(C(=O)CSc2nc(C)nc3sc(C)c(C)c23)c(=O)[nH]c1=O	-0.5	57	0.7%[50 µM]	4%	-4%	4%	nt	-1.9%	16%	i	16
CC(=O)Nc1ccc(-n2c(=O)c3ccccc3c3ccccc3c2=O)cc1	3.5	61	2.8%	8%	-16%	1%	0.0%	1.6%	12%	i	48
O=C(CCc1ccccc1)NNC(=O)COc1ccccc1Cl	-2.4	39	0.9%	5%	-2%	0%	-0.2%	1.0%	-1%	i	20
O=C(CN1CCS(=O)(=O)CC1)N/N=C/c1cccc(C(F)(F)F)c1	0.3	76	1.2%[50 µM]	7%	4%	-1%	-0.6%	1.7%	19%	i	28
CC1CCN(c2c(NCC3CCC(C(=O)NCCCc4ccccc4)CC3)c(=O)c2=O)CC1 (stereo not given)	4.7	58	nt	nt	nt	-5%	0.3%	0.3%	6%	i	27
Cc1cc(C)cc(OCC(=O)O/N=C(\N)Cc2ccc([N+](=O)[O-])cc2)c1	0.0	56	nt	nt	nt	-14%	-0.2%	6.9%	20%	i	11
CCOc1ccc(NC(=O)CSc2nnc(C)n2CC2CCCO2)cc1 (stereo not given)	3.3	56	4.5%	0%	-1%	-1%	-0.4%	1.6%	8%	i	39
Cc1nn(CC(=O)NCc2ccccc2)c(=O)c2ccccc12	0.4	89	1.1%	3%	-1%	5%	-0.1%	0.6%	-2%	i	55
O=C(Cn1cnc2c(oc3nc4c(cc32)CCCC4)c1=O)Nc1cccc(Cl)c1	4.2	62	0.0%	4%	-2%	0%	-0.2%	1.2%	9%	i	16
CCCC[n+]1ccn(C2=C([O-])c3ccccc3C(=O)/C2=N\S(=O)(=O)c2ccc(Cl)cc2)c1	0.2	57	-0.7%	14%	1%	-8%	0.3%	-0.7%	3%	i	33
CN1/C(=C/C2CC(=O)N(c3ccc([N+](=O)[O-])cc3)C2=O)C(C)(C)c2ccccc21 (stereo not given)	4.2	41	2.2%	12%	-16%	3%	1.0%	1.5%	8%	i	42
O=C(O)c1ccc(N/N=C/c2ccc(F)c(F)c2)cc1	1.0	46	1.9%	6%	6%	-11%	-0.3%	4.2%	20%	i	53
C[C@H](CO)N1C[C@H](C)[C@@H](CN(C)Cc2ccc(C(=O)O)cc2)Oc2c(NS(=O)(=O)c3ccc(F)cc3)cccc2C1=O	1.9	43	0.7%	6%	3%	nt	nt	nt	nt	i	12
O=C(NC1CCCCC1)C1CCCN1S(=O)(=O)c1ccc(Cl)cc1 (stereo not given)	-1.3	45	0.2%	3%	0%	1%	-0.6%	1.4%	-5%	i	21

Given with two lines to a compound: entries from further up.
Below each compound: NTR1 agonist | NTR1 agonist cell count 20 µM | UTI89 phage lysis | Rac1 GTP hydrolysis | Dengue-2 NS5 capping | Salmonella PhoP GFP | West Nile antiviral | RSV antiviral HEp-2 | SV40 large T antigen | T cell HTS | T cell HTS vesicle-bound %
> CC(=O)Nc1ccc(-n2c(=O)c3ccccc3c3ccccc3c2=O)cc1
 : 3.5 | 61 | 2.8% | 8% | -16% | 1% | 0.0% | 1.6% | 12% | i | 48
> O=C(CCc1ccccc1)NNC(=O)COc1ccccc1Cl
 : -2.4 | 39 | 0.9% | 5% | -2% | 0% | -0.2% | 1.0% | -1% | i | 20
> O=C(CN1CCS(=O)(=O)CC1)N/N=C/c1cccc(C(F)(F)F)c1
 : 0.3 | 76 | 1.2%[50 µM] | 7% | 4% | -1% | -0.6% | 1.7% | 19% | i | 28
> CC1CCN(c2c(NCC3CCC(C(=O)NCCCc4ccccc4)CC3)c(=O)c2=O)CC1 (stereo not given)
 : 4.7 | 58 | nt | nt | nt | -5% | 0.3% | 0.3% | 6% | i | 27
> Cc1cc(C)cc(OCC(=O)O/N=C(\N)Cc2ccc([N+](=O)[O-])cc2)c1
 : 0.0 | 56 | nt | nt | nt | -14% | -0.2% | 6.9% | 20% | i | 11
> CCOc1ccc(NC(=O)CSc2nnc(C)n2CC2CCCO2)cc1 (stereo not given)
 : 3.3 | 56 | 4.5% | 0% | -1% | -1% | -0.4% | 1.6% | 8% | i | 39
> Cc1nn(CC(=O)NCc2ccccc2)c(=O)c2ccccc12
 : 0.4 | 89 | 1.1% | 3% | -1% | 5% | -0.1% | 0.6% | -2% | i | 55
> O=C(Cn1cnc2c(oc3nc4c(cc32)CCCC4)c1=O)Nc1cccc(Cl)c1
 : 4.2 | 62 | 0.0% | 4% | -2% | 0% | -0.2% | 1.2% | 9% | i | 16
> CCCC[n+]1ccn(C2=C([O-])c3ccccc3C(=O)/C2=N\S(=O)(=O)c2ccc(Cl)cc2)c1
 : 0.2 | 57 | -0.7% | 14% | 1% | -8% | 0.3% | -0.7% | 3% | i | 33
> CN1/C(=C/C2CC(=O)N(c3ccc([N+](=O)[O-])cc3)C2=O)C(C)(C)c2ccccc21 (stereo not given)
 : 4.2 | 41 | 2.2% | 12% | -16% | 3% | 1.0% | 1.5% | 8% | i | 42
> O=C(O)c1ccc(N/N=C/c2ccc(F)c(F)c2)cc1
 : 1.0 | 46 | 1.9% | 6% | 6% | -11% | -0.3% | 4.2% | 20% | i | 53

(cont.)
SMILES	NTR1 agonist	NTR1 agonist cell count 20 µM	UTI89 phage lysis	Rac1 GTP hydrolysis	Dengue-2 NS5 capping	Salmonella PhoP GFP	West Nile antiviral	RSV antiviral HEp-2	SV40 large T antigen	T cell HTS	T cell HTS vesicle-bound %
CN1CCN(C(=S)Nc2cccc(C(F)(F)F)c2)CC1	0.3	50	0.7%	4%	-4%	-2%	0.1%	4.2%	24%	i	38
Cc1cc(C)c(C#N)c(OCc2ccc(Cl)nc2)n1	-0.7	87	0.0%	9%	-5%	0%	1.1%	2.3%	2%	i	55
O=C(O)c1cc2n(n1)C(C(F)(F)F)CC(C1CC1)N2 (stereo not given)	0.3	57	0.1%	-4%	1%	-4%	1.5%	0.4%	8%	i	34
CCOC(=O)CNC(=O)Cn1cnc2c(nnn2-c2cccc(Cl)c2)c1=O	-0.5	73	1.3%	-2%	-2%	15%	0.3%	0.4%	8%	i	11
Cc1nc2sccn2c(=O)c1CCN1CCC(=C(c2ccccc2)c2ccc(F)cc2)CC1	24	44	nt	nt	nt	5%	-0.6%	21%	5%	i	14
COc1cccc(/C=C2\SC(=O)N(CCC(=O)NCCCn3ccnc3)C2=O)c1	0.0	72	0.3%	19%	4%	0%	-0.3%	7.8%	13%	i	12
CCOc1ccc(-c2cn(-c3ccccc3OC)c(=S)[nH]2)cc1	0.3	84	0.0%	7%	-18%	7%	2.1%	0.7%	-2%	i	54
O=C(Nc1ccnn1C1CCN(Cc2ccn[nH]2)CC1)c1ccccc1	0.7	77	0.1%	0%	8%	-4%	-0.2%	-0.3%	9%	i	28
O=C1CC(C(=O)N2CCN(c3ccccc3O)CC2)CN1Cc1ccccc1 (stereo not given)	-0.5	54	0.7%[50 µM]	9%	4%	-1%	nt	0.7%	10%	i	38
CCOC(=O)c1cc(NC(=O)Nc2ccccn2)c(C)nc1C	1.3	77	0.6%	-3%	-4%	-3%	0.1%	2.0%	2%	i	54
CC(=O)Nc1ccc(NC(=O)CCN2C(=O)c3ccccc3C2=O)cc1	-0.2	59	1.1%	2%	-7%	-1%	0.3%	1.5%	0%	i	67
COC(=O)c1c(NC(NC(=O)C(C)C)C(Cl)(Cl)Cl)sc2c1CCCC2 (stereo not given)	8.3	54	3.4%[50 µM]	3%	-2%	7%	-1.2%	11%	7%	i	37
Cc1c(S(=O)(=O)N2CCN(c3ccc(F)cc3)CC2)c(=O)n(C)c(=O)n1C	0.2	57	0.5%	-1%	-16%	0%	-0.2%	1.4%	-2%	i	23
Cn1c(=O)c2c(nc(NCc3cccnc3)n2Cc2ccc(Cl)cc2)n(C)c1=O	-0.6	50	-1.0%	7%	-5%	-6%	-0.6%	-0.3%	4%	i	10
N/C(=N\NC(=O)Nc1ccc(Cl)cc1)c1ccccn1	-0.3	55	-2.7%	14%	-3%	-7%	1.7%	1.2%	3%	i	48
CN(C(=O)c1ccc(NC(=O)Cc2cccc(NC(=O)C3CCN(C(=O)C4CCC4)CC3)c2)cc1)C1CCCC1	1.9	49	-0.5%	3%	-4%	nt	nt	1.7%	nt	i	59
COCCCNC(=O)CCc1nc(-c2ccccc2Cl)no1	-1.1	106	0.4%	4%	-2%	-6%	0.9%	2.7%	6%	i	17
Cc1cc([N+](=O)[O-])ccc1N	-0.2	56	0.3%[50 µM]	-8%	-3%	11%	nt	-2.4%	6%	i	15
CCOC(=O)c1c(NC(C)=O)sc2c1CCC(C=NCCCN(CC)CC)=C2Sc1ccccc1	9.0	46	-0.5%	14%	-15%	nt	2.6%	2.0%	nt	i	24
COc1ccc(CNc2nc(-c3cccnc3)nn2C(=O)c2ccco2)cc1	0.4	56	0.3%	6%	-3%	20%	1.4%	0.2%	-4%	i	57
CC(=O)N1CCCc2cc(S(=O)(=O)NCc3ccc(C)cc3)ccc21	-2.3	60	0.2%	4%	-4%	6%	-0.3%	12%	-1%	i	19
Cc1ccc(/C=C(/C#N)c2nc(CCN3C(=O)c4ccccc4C3=O)cs2)cc1	-0.6	104	0.0%	10%	-5%	-5%	-0.6%	2.2%	15%	i	44
O=C(NCc1ccon1)C1CCC(=O)N(CCc2ccc(Cl)cc2)C1 (stereo not given)	0.7	64	-0.2%	1%	-7%	-6%	0.7%	0.7%	-1%	i	66
